Assay outcomes deposited in PubChem BioAssay by several laboratories.
UGM FP inh = blocks M. tuberculosis UGM enzyme. purified UGM, fluorescence polarization probe displacement. 0.06% of 320,000 active. inhibition, % at 10 µM. AID 504406; in the data active means inhibition above about 10%, passing the limit was not always enough; inconclusive means no clear call, values can overlap the other calls
BoNT F protease = inhibitors of Botulinum neurotoxin F light chain protease; Multiplex microsphere protease cleavage assay, flow cytometry; inhibition, % at 10 µM; 0.22% of 360,000 active; in the data active means inhibition above about 35%, passing the limit was not always enough; inconclusive means no clear call, values can overlap the other calls; further: plate controls were buffer without enzyme for full effect and enzyme alone for no effect
Anthrax LF prot = inhibitors of Bacillus anthracis lethal factor protease | multiplex microsphere protease cleavage assay, LF | inhibition, % at 10 µM | 0.12% of 360,000 active | P15917; further: plate controls were buffer without enzyme for full effect and enzyme alone for no effect
Target sequence (P15917 whole entry, looked up): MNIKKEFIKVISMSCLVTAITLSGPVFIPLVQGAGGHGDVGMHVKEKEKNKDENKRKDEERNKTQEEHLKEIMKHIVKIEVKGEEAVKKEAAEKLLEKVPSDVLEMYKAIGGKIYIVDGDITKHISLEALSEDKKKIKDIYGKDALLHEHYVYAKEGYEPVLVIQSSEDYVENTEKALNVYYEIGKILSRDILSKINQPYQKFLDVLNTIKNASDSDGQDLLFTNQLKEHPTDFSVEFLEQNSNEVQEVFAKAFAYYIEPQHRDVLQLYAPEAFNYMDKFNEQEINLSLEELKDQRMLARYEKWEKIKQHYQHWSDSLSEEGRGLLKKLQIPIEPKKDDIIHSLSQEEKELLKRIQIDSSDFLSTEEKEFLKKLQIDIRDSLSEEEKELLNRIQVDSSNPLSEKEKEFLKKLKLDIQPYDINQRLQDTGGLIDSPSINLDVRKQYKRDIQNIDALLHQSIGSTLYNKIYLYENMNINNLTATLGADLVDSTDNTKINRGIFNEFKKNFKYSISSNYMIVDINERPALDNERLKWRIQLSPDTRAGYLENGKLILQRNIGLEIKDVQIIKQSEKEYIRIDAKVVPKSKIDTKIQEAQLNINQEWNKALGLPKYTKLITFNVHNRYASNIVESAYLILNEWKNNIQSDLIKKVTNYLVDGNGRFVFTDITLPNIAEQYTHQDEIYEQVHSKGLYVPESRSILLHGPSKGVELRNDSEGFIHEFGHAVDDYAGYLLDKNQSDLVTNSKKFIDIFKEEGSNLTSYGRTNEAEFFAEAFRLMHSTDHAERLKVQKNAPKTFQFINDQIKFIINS
FBA Mtb inh = Mtb fructose-bisphosphate aldolase inhibition | AID 588726 | purified M. tuberculosis FBA, fluorescence read-out | P9WQA3 | 2.3% of 360,000 active | inhibition, % at 1 µM; in the data active means inhibition above about 27%;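 further: 0% = vehicle and 100% = reference inhibitor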
BoNT A protease = blocks Botulinum neurotoxin A light chain protease; 0.17% of 360,000 active; multiplex microsphere protease substrate cleavage, flow cytometry; inhibition, % at 10 µM; AID 588499; further: plate controls were buffer without enzyme for full effect and enzyme alone for no effect
GDH-TPI counter = counter-screen for M. tuberculosis FBA inhibitors: GDH-TPI coupled enzymes. GDH-TPI coupled enzyme counterscreen, NADH absorbance. 1.2% of 360,000 active. AID 588335. inhibition, % at 4.8 µM; in the data active means inhibition above about 30%;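 further: 0% = DMSO wells and 100% = wells lacking the enzyme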
FadD28 FP inh = M. tuberculosis FadD28 bisubstrate binding inhibition; FadD28 bisubstrate probe binding, fluorescence polarization; inhibition, % at 12.5 µM; 0.22% of 360,000 active; in the data active means inhibition above about 8.5%, passing the limit was not always enough; inconclusive means no clear call, values can overlap the other calls
PfHsp40 rescue = compounds rescuing yeast from Plasmodium falciparum HSP40 toxicity. 0.68% of 340,000 active. S. cerevisiae expressing PfHsp40, growth rescue, ATP luminescence. AID 504582. growth rescue, % at 12.5 µM; in the data active means growth rescue above about 28%, passing the limit was not always enough; inconclusive means no clear call, values can overlap the other calls;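 further: yeast W303a lacking pdr1 and pdr3 grown in galactose medium; growth measured after three days at 30 °C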
BioA inh = BioA (M. tuberculosis) enzyme inhibition | purified M. tuberculosis BioA enzyme, plate reader | inhibition, % at 9.99 µM | 0.096% of 360,000 active | AID 602481; in the data active means inhibition above about 40%; inconclusive means no clear call, values can overlap the other calls
Starred values were filed as active, the others as inactive; ? = inconclusive; · = not tested or not shown; & = joins results of further samples. Unless noted, no stated cut-off is given here; in the data, active means inhibition above about 30%; inconclusive means no clear call, values can overlap the other calls; inactive means below that.

Values run as follows: UGM FP inh	BoNT F protease	Anthrax LF prot	FBA Mtb inh	BoNT A protease	GDH-TPI counter	FadD28 FP inh	PfHsp40 rescue	BioA inh
CCCCC(NS(=O)(=O)c1ccc(OC)cc1)C(=O)O (configuration not stated)
→ -0.3	-14	2	0	-1.3	4	-2.3	-0.3	-0.4
Cc1cc(C)cc(NC(=O)CCc2nc3ccccc3[nH]2)c1
→ -0.8	8	-3	5	0.7	4	-0.6	-0.6	-0.6
COc1c(Cl)c(=O)oc2ccc(Cl)cc12
→ ·	-4	-5	8	-0.1	15	-1.3	·	-0.1
COc1ccc(NC(=O)C2=Cc3ccccc3OC2)cc1
→ -0.2	-6	-3	2	-0.4	17	0.9	-0.4	·
CCOC(=O)CN(C)C(=O)CCc1nnc(-c2ccc(-c3ccccc3)cc2)o1
→ -0.1	27	4	13	-2.2	-3	-3.5	0.8	1.6
COc1ccccc1OCCCCOc1ccccc1F
→ -0.5	-4	3	0	-0.2	13	1.3	1.5	1.5
O=C(NCC1OCCc2ccccc21)c1ccc(NC(=O)c2ccc(Cl)cc2)cc1 (configuration not stated)
→ -2.4	1	5	0	0.5	2	-3.2	-0.1	1.2
CC(C)Cc1cc(C(=O)N2CCCC(CCC(=O)N(C)CCc3ccccn3)C2)no1 (configuration not stated)
→ -1.0	-2	1	-1	0.3	0	-1.9	0.2	0.7
Cc1ccc(NC(=O)CSC2=C(C#N)C(c3ccco3)C3=C(CC(C)(C)CC3=O)N2)cc1 (configuration not stated)
→ 1.8	-6	-8	-1	0.2	10	-4.3	-0.1	3.3
CCOC(=O)C1CCCN(c2nc3ccccc3nc2C(C#N)C(=O)OCCOC)C1 (configuration not stated)
→ -1.0	8	9	-11	7.5	3	-1.1	0.0	0.7
COc1ccc(N(C(C)=O)S(=O)(=O)c2cccc3cccnc23)cc1
→ 2.0	-9	0	1	-0.4	2	-0.7	0.4	·
CCCn1c(/N=C/c2c[nH]c3ccccc23)nc2ccccc21
→ 2.4	-6	-2	-1	1.3	16	-0.6	0.8	-1.0
O=C(Nc1csc(Cc2c(Cl)cccc2Cl)n1)NN1CCOCC1
→ -0.9	-20	-11	0	-2.9	5	-1.2	2.8	-2.7
CCOc1ccc(N=NC2C(=O)N(C(N)=S)N=C2C)cc1 (configuration not stated)
→ 5.2	2	-2	-11	-1.7	3	-2.1	9.2	0.8
COc1ccc(CN2CCN(Cc3cccn3-c3ncccn3)CC2CCO)c(C)c1C (configuration not stated)
→ 0.0	-2	-3	3	-0.3	0	-1.2	-0.4	-0.1
N#Cc1cnn2c(-c3ccccc3)ccnc12
→ 0.4	-1	-7	66*	0.4	6	-0.4	-0.1	-2.3
Cc1cc(NC(=O)C2CCCN(S(=O)(=O)c3c(C)noc3C)C2)no1 (configuration not stated)
→ 0.2	-2	3	1	0.2	-3	-1.5	-2.2	1.0
O=C(Oc1c(Cl)cc(Cl)c2cccnc12)c1cccs1
→ -1.7	-1	1	1	-1.6	4	-5.4	341*	-0.8
Cc1ccc(S(=O)(=O)NCCC(=O)Nc2ccc(Cl)cc2C(=O)c2ccccc2)cc1
→ -1.3	-3	-2	-3	0.1	-4	-5.8	2.6	·
COc1ccccc1NC(=O)NNC(=O)c1ccc2ccccc2c1O
→ 2.8	-7	-3	32*	0.1	6	-1.4	-1.4	-0.6
Cc1ccc(OCC(=O)c2cc(C)n(C)c2C)c([N+](=O)[O-])n1
→ -1.0	-1	0	-1	1.0	17	-0.7	-0.9	1.8
Cc1ccccc1C(=O)N1N=C(c2cccc(NS(C)(=O)=O)c2)CC1c1cccs1 (configuration not stated)
→ -1.0	19	19	1	2.2	4	-1.1	0.3	2.6
CC1=C(C(=O)N2CCOCC2)C(c2ccccc2F)C2=C(CCCC2=O)N1 (configuration not stated)
→ 2.8	8	-4	28*	-0.5	14	-2.6	-0.5	-0.6
COc1ccc(C(C(=O)NC(C)(C)C)N(Cc2ccco2)C(=O)CCC(=O)Nc2ccccn2)cc1 (configuration not stated)
→ -0.7	-3	3	-2	1.1	15	0.7	-1.7	-3.8
COc1cc(C(=O)OCc2ccccc2C#N)ccc1OCC(=O)N1CCOCC1
→ -1.3	-6	-11	2	0.1	12	-1.1	-1.1	-0.2
CCN1C(=C(C#N)C#N)C=Cc2cc(C)ccc21
→ -1.4	0	2	-4	-1.2	14	-4.2	0.0	·
O=C(c1cc(-c2ccc(Br)cc2)on1)N1CCCC1
→ -0.2	-4	-3	-1	-1.8	-1	0.5	-1.7	0.0
C=CCn1c(SCC(=O)NC2(C#N)CCCCC2)nnc1-c1ccncc1
→ 0.8	6	-3	-1	0.2	5	7.1	-0.9	1.0
CCOc1ccc(S(=O)(=O)N(C)c2ccc(OCC(=O)NCCc3ccc(OC)cc3)cc2)cc1
→ 0.8	1	-15	0	-1.0	5	-3.4	2.9	-1.7
CC(C)=CCN1CCN(Cc2cnc(C)s2)CC1CCO (configuration not stated)
→ -1.6	2	-8	3	0.1	0	-1.9	-1.2	0.1
Cc1c(C2Nc3ccccc3NC3=C2C(=O)CC(C)(C)C3)cnn1C (configuration not stated)
→ -3.4	-11	-1	2	0.1	30	-0.8	0.1	-6.2
Nc1nc(NC(=O)/C=C/c2ccccc2)nn1-c1ccccc1
→ -1.8	-1	-1	-3	-0.5	11	-1.0	-0.5	·
COC(=O)c1cc(COc2ccc3ccc(=O)oc3c2)c(C)o1
→ -4.2	-5	2	36*	0.1	19	-2.8	0.0	20
CCOC(=O)c1nnn(-c2nonc2N)c1CNc1ccc(C)c(Br)c1
→ -2.0	16	0	5	0.2	3	-0.6	-1.0	-2.3
COCCSc1nnc(NC(=O)Cc2ccc(OC)cc2)s1
→ 1.9	-3	2	1	-1.0	0	-0.8	-0.6	1.8
CC(=O)c1ccc(-c2ccc(C(=O)N(C)Cc3nc4ccccc4c(=O)[nH]3)o2)cc1
→ -1.8	5	2	89*	2.6	17	-1.5	0.4	2.5
Cc1cccc(Cc2c(C)nc3nc(SCC(=O)O)nn3c2C)c1
→ 0.1	2	1	3	0.3	5	-2.8	1.0	·
O=c1[nH]c(=S)n(-c2cccc(C(F)(F)F)c2)c(O)c1C=NCCN1CCNCC1
→ ·	-1	-19	3	-3.7	21	-2.5	-2.1	0.6
COc1cc(C(=O)NC2CCN(CC(=O)Nc3cccc(C)c3C)CC2)cc(OC)c1OC
→ -1.6	-3	-5	-3	3.2	6	-3.1	-1.7	-0.6
O=C(Nc1cccc(S(=O)(=O)N2CCCCC2)c1)c1ccc([N+](=O)[O-])o1
→ 3.9	-2	3	-3	-2.4	14	1.8	0.1	0.1

Single records, as listed above. Values in the order: UGM FP inh	BoNT F protease	Anthrax LF prot	FBA Mtb inh	BoNT A protease	GDH-TPI counter	FadD28 FP inh	PfHsp40 rescue	BioA inh
CC(C)=CCN1CCN(Cc2cnc(C)s2)CC1CCO (configuration not stated) in the list: -1.6	2	-8	3	0.1	0	-1.9	-1.2	0.1
CCOc1ccc(S(=O)(=O)N(C)c2ccc(OCC(=O)NCCc3ccc(OC)cc3)cc2)cc1 in the list: 0.8	1	-15	0	-1.0	5	-3.4	2.9	-1.7
O=C(c1cc(-c2ccc(Br)cc2)on1)N1CCCC1 in the list: -0.2	-4	-3	-1	-1.8	-1	0.5	-1.7	0.0
CCN1C(=C(C#N)C#N)C=Cc2cc(C)ccc21 in the list: -1.4	0	2	-4	-1.2	14	-4.2	0.0	·

Next compounds:
Values run as follows: UGM FP inh	BoNT F protease	Anthrax LF prot	FBA Mtb inh	BoNT A protease	GDH-TPI counter	FadD28 FP inh	PfHsp40 rescue	BioA inh
COc1cccc(CNC(=O)COC(=O)c2ccc(-c3ccc(O)cc3)cc2)c1
→ ·	-4	-3	11	-0.7	9	-4.2	·	-1.6
Cc1c(C(=O)c2cccc3ccccc23)c2cccc3c2n1[C@H](CN1CCOCC1)CO3
→ 2.6	5	2	0	-0.1	6	-3.1	2.7	-0.6
Cc1ccc2c(c1)oc(=O)n2CC(=O)c1ccccc1
→ 0.3	?	-20	1	?	7	-5.7	1.3	·
N#Cc1ccc(NC(=O)COC(=O)c2ccc(F)c(S(=O)(=O)N3CCOCC3)c2)cc1
→ -4.1	7	-8	3	0.4	15	-2.5	0.5	0.6
COCc1cccc(-c2csc(C(C)(O)c3ccc(OC)cc3)n2)c1 (configuration not stated)
→ ·	1	-9	0	0.3	-3	-1.0	·	0.8
CCC(=O)Nc1ccc2nn(-c3ccc(F)cc3)nc2c1
→ 0.2	?	-4	102*	2.9	18	-5.2	-1.7	-2.4
CC(=O)n1cc([C@H]2C=C(C(=O)Nc3ccccc3)O[C@@H](OCc3ccc(CO)cc3)C2)c2ccccc21
→ -0.1	1	3	0	0.9	18	-2.2	0.1	-2.8
O=C(Oc1ccc(Br)cc1)C1CC(=O)N(c2ccc(F)cc2)C1 (configuration not stated)
→ 2.2	-6	-1	2	0.9	3	0.3	0.7	1.5
Cc1ccc(NCc2nnc(SCC(=O)O)n2-c2ccc(C)cc2)cc1
→ -3.7	1	-1	1	0.0	1	0.7	0.1	3.5
FC(F)(F)c1nc2ccccc2c2nc3ccccc3n12
→ 1.5	-3	0	12	-0.4	0	0.8	0.6	·
CCN1CCN(C(=O)CN(c2ccccc2C)S(C)(=O)=O)CC1
→ -0.9	11	-3	-3	1.2	-2	-0.9	-0.9	·
Cc1cnc(NC(=O)c2ccc3ncsc3c2)s1
→ ·	8	-4	7	2.7	7	-0.7	-1.2	·
Cc1nc(CNC(=O)C2CCC(=O)N(Cc3cccc(F)c3)C2)sc1C (configuration not stated)
→ -2.7	3	1	0	1.0	5	0.0	-0.2	2.5
O=C(CSc1nc2ccccc2o1)Nc1nc2c(s1)CCCC2
→ ·	-8	-6	3	-0.3	-3	-0.1	-0.5	4.4
CC1(C)Cc2ccccc2C(=O)N1
→ -1.3	1	-7	-2	-0.5	14	-0.4	-0.6	·
CCCCCCCC1CC(=O)C=C(C)C1C(=O)OCC (configuration not stated)
→ -3.4	·	·	2	·	-17	-1.2	·	0.0
O=C(CN1C(=O)NC2(CCCC2)C1=O)OCc1ccc(Br)cc1
→ -0.5	9	-3	0	3.3	-3	0.6	-0.5	-0.7
CC(C)N(CCO)C(=O)CCc1nnc(Cc2cccc(C(F)(F)F)c2)o1
→ 4.0	-1	-1	1	-1.1	0	1.5	-0.4	-1.7
Cc1ccc(NC(=O)CSc2nc(N)c3c4c(sc3n2)CSC(C)(C)C4)cc1
→ -0.5	-5	-3	0	-0.2	-1	-3.1	3.6	·
Cc1ccc(C2=NOC3(CC(=O)N(c4ccc(C)cc4)C3=O)C2)cc1 (configuration not stated)
→ 3.0	?	7	29*	2.6	28	-1.8	0.0	·
CN(CCc1ccccn1)C(=O)CCC1CCCN(C(=O)CCOc2ccccc2)C1 (configuration not stated)
→ 2.0	-4	-2	1	-0.4	8	-0.7	-1.1	·
C[C@H]1CN([C@@H](C)CO)C(=O)c2cc(NC(=O)Nc3cccc4ccccc34)ccc2O[C@@H]1CN(C)Cc1ccc(-c2ccccc2)cc1
→ 5.2	-4	2	5	-0.4	4	-4.7	1.0	-0.7&-0.8
Brc1cc2c(cc1CSc1ncccn1)OCO2
→ -4.3	-6	5	1	1.3	9	-4.6	-0.9	-2.1
O=C(c1n[nH]c(=O)c2ccccc12)N1CCN(S(=O)(=O)c2ccccc2Cl)CC1
→ -1.4	-1	-8	4	0.0	6	-1.2	-0.3	1.8
CN(C)C1(CNC(=O)C2CCN(S(=O)(=O)c3cc(Cl)ccc3Cl)CC2)CCCCC1
→ -0.7	0	2	0	1.8	18	-13	-1.4	-0.2
CCOC(=O)C1CCN(C(=O)COc2ccc(Cl)cc2)CC1
→ 0.5	8	2	1	-0.2	8	-2.0	0.2	0.8
Cc1cc(C(=O)Cn2cc(C(F)(F)F)ccc2=O)c(C)n1CC1CCCO1 (configuration not stated)
→ -3.7	0	-2	-2	0.1	-1	-0.7	0.2	-0.8
COc1ccc2c(c1)C1(C(=O)O)CC=CCC1(C(=O)O)C2 (configuration not stated)
→ ·	-5	-4	-3	0.1	4	-4.5	-1.2	·
